Bioassay records deposited in PubChem BioAssay by National Center for Advancing Translational Sciences (NCATS).
FEN1 inhibitor = inhibitors of human flap endonuclease 1; Recombinant FEN1 flap cleavage, fluorescence, 15 min; Potency, µM (series often up to 114 µM), inactives show at the highest dose activity change, negative = inhibition, usual class: inhibitors; actives 0.35% (n = 390,000); also: nearly all actives have a fitted effect of over 65% in size
Target sequence (P39748 whole entry, looked up): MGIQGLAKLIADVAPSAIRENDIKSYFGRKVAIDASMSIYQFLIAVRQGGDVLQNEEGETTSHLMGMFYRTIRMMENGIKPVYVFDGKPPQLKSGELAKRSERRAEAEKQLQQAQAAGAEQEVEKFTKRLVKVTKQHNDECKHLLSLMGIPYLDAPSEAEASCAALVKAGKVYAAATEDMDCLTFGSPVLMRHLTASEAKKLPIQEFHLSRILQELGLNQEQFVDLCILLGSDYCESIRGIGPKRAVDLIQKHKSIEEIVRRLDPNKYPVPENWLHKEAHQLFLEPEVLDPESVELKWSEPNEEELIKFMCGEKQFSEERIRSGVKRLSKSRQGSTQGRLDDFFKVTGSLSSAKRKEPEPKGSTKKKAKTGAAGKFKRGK
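Read-out was taken twice, immediately and after 15 min, following addition of 50 nM substrate to 10 nM FEN1 that had sat with test compound for 15 min at room temperature. Curves came from a four-parameter Hill model.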
N370S GC = N370S glucocerebrosidase modulation, Gaucher chaperone candidate; actives 0.092% (n = 330,000); P04062; AID 2101; N370S GC spleen homogenate, 4MU-glucoside fluorescence; Potency, µM (top dose mostly 59.4 µM), for the others: at the top dose activity change, negative = inhibition, usual class: inhibitors;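 also: 0% = full enzyme activity and -100% = no enzyme basal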
TDP1 inh = TDP1 (human) enzyme inhibition | recombinant TDP1, AlphaScreen DNA substrate cleavage | Potency, µM (doses to about 130 µM), without a hit: top-dose activity change, negative = inhibition, hits mostly inhibitors | actives 0.28% (n = 350,000) | AID 485290; also: nearly all actives have a fitted effect of over 40% in size
Target sequence (Q9NUW8 whole entry, looked up): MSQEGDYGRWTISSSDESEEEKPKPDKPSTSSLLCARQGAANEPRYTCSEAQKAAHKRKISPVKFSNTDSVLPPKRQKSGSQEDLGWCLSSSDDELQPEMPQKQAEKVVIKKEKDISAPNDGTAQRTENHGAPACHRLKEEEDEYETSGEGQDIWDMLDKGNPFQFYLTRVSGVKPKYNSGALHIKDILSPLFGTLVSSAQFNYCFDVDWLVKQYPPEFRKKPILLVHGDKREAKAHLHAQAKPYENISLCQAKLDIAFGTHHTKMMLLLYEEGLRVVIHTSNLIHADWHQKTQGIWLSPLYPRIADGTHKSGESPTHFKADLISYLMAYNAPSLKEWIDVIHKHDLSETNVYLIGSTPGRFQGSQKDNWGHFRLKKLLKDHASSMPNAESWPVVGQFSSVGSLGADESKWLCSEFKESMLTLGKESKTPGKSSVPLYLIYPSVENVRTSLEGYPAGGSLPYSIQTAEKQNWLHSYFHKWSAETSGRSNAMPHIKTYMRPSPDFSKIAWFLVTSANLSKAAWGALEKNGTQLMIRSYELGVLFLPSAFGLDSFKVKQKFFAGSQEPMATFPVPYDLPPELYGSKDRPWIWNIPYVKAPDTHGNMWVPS
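Compounds were preincubated with Tdp1 (1 nM final) for 15 min at room temperature before substrate (15 nM final) started a 5 min reaction; beads (10 ug/ml final) were then added for 10 min before AlphaScreen detection.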
Active calls of the source: *; ? = inconclusive; . = no result given; & = joins results of further samples; [ ] = another dose, or the depositor's remark. Calls follow the shape of the dose curve; as a rule, active = well fitted curve in the direction sought with a large enough effect; inconclusive = small, poorly fitted or top-dose-only effect, or another doubt; inactive = no such curve, though single readings can be large; an effect the other way counts as inactive or inconclusive. Unless noted, % is scaled to controls: 0 for no effect and ±100 for the full control effect; potency is read from the fitted curve at half-maximal effect.

item	FEN1 inhibitor	N370S GC	TDP1 inh	Structure
1	6%	-5%	-1%	Cc1ccc(F)cc1NC(=O)CN1C(=O)NC2(CCCc3ccccc32)C1=O (stereo unspecified)
2	-6%	10%	5%	O=C(NCCc1ccc(Cl)cc1)C1CCN(S(=O)(=O)c2cccc3nonc23)CC1
3	0%	-5%	-2%	Cc1cc(C(F)(F)F)nc(CCNCc2c(C(=O)N3CCCC3)nc3ccccn23)n1
4	12%	-6%	4%	CCOC(=O)CNS(=O)(=O)c1ccc(F)cc1Br
5	2%	?	3%	O=C(OCC(=O)N1CCCc2ccccc21)c1ccccc1NCCO
6	-6%	0%	5%	O=C(CN(Cc1ccco1)C(=O)Cn1nnc(-c2cccs2)n1)NCC1CCCO1 (stereo unspecified)
7	1%	0%	3%	CCCCCOc1ccc(C(=O)NCC(=O)NCC(=O)OCC)cc1
8	-7%	1%	.	COc1cccc(CNCC2CCCO2)c1 (stereo unspecified)
9	-5%	.	0%	CC1CCN(C(=O)COC(=O)C(C)N2C(=O)c3ccccc3C2=O)CC1 (stereo unspecified)
10	-8%	-20%	-3%	CCCC(=O)N1CC2(C)CN(C(=O)CCC)CC(CCC)(C1)C2=O
11	-3%	-4%	2%	Cc1ccc(-c2nnc(SCC(=O)N/N=C/c3cccs3)n2-c2ccc(C)cc2)cc1
12	15%	1%	.	COc1cccc(NC(=O)N2CCCC2C(=O)NCc2ccco2)c1 (stereo unspecified)
13	16%	.	0%	CC1=C(c2ccc(C)cc2)S(=O)(=O)NC1=NCc1ccccc1Cl
14	-9%	-13%	1%	CC(C)c1c(O)nc(SCCOc2ccc(Cl)cc2)[nH]c1=O
15	-10%	1%	7%	Cc1nnc(NC(=O)CSc2nnc(C)n2Cc2ccccc2)s1
16	15%	.	0%	CCC(Cc1ccccc1)NC(=O)c1ccc2nc(N3CCC(C)CC3)sc2c1 (stereo unspecified)
17	10%	-11%	-6%	O=C(O)Cn1ncc2ccccc2c1=O
18	-10%	.	2%	O=C(c1nc[nH]c1C(=O)N1CCN(c2ccccc2)CC1)N1CCN(c2ccccc2)CC1
19	-6%	6%	9%	COc1oc(-c2ccccc2)nc1C(F)(F)F
20	-18%	-2%	.	CCOc1ccccc1CN1CCCC(C(=O)c2ccc(OC)c(OC)c2)C1 (stereo unspecified)
21	12%	.	0%	COc1ccc(NC(=O)Cn2nnc(-c3nc(-c4ccncc4)no3)c2N)cc1OC
22	7%&13%	4%	4%&5%	O=C(CSc1nc2ccncc2[nH]1)Nc1ccccc1C(F)(F)F
23	-1%	.	0%	CC(OC(=O)/C=C/c1ccccc1)C(=O)NC1CCCCC1C (stereo unspecified)
24	6%	-2%	-7%	C/C=C(\C)CN1CCC(n2nccc2NC(=O)CCOc2ccccc2)CC1
25	-5%	-1%	0%	O=C(NNS(=O)(=O)c1ccc(F)cc1)c1ccc(O)cc1
26	8%	-2%	-2%	COCCNC(=O)/C(C#N)=C/c1ccc(SC)cc1
27	3%	.	-3%	O=C(NC1CC(=O)N(c2ccccc2)C1)c1cc2ccccc2o1 (stereo unspecified)
28	-9%	9%	6%	N#Cc1ccc(N2CCOCC2)nc1
29	0%	9%	2%	CSc1nc(Oc2cccc(C(F)(F)F)c2)cc(C(F)(F)F)n1
30	0%	-9%	1%	CCN(CC(=O)NCc1ccc(F)cc1)C(=O)CN1CCN(c2cc(Cl)ccc2C)CC1
31	-14%	-8%	.	COc1ccc(-n2c(C)c(C)c3c(NCCCN(C)C)ncnc32)cc1
32	2%	8%	-3%	CC(C)(C)C1CCC(=NNC(=O)c2cc(-c3ccccc3)n[nH]2)CC1 (stereo unspecified)
33	-4%	.	-4%	CC1(C)C[C@H]2C3=CCC4[C@@]5(C)CC[C@H](O[C@@H]6O[C@H](C(=O)O)[C@@H](O)[C@H](O)[C@H]6O)[C@@](C)(CO)C5CC[C@@]4(C)[C@]3(C)C[C@H](O)[C@@]2(CO)[C@@H](O)[C@@H]1O (stereo partly specified)
34	-5%	-5%	-6%	O=C(COc1coc(CN2CCc3ccccc32)cc1=O)Nc1ccccc1
35	1%	12%	0%	COCCN(Cc1cc2cc(C)ccc2nc1Cl)C(=O)Nc1ccccc1C
36	6%	-15%	0%	C[C@H](NC(=O)c1ccco1)C(=O)Nc1cccc([N+](=O)[O-])c1
37	-5%	17%	-1%	CCCc1cc(C(=O)Nc2ccc(C(C)=O)cc2)no1
38	3%	-12%	11%	O=C(Nc1cccc(Cl)c1)c1cc(-c2ccco2)on1
39	-9%	.	16%	CCOC(=O)N1CCc2c(sc(NCc3ccc(N(C)C)cc3)c2C(=O)Nc2ccc(OC)cc2)C1
40	?	.	0%	CC(C)CC(=O)c1c(O)c(C=O)c(O)c2c1O[C@@]1(C)[C@@H](C2)C[C@H]2C[C@@H]1C2(C)C

An excerpt from above in order of count of non-hydrogen atoms, falling.
item	FEN1 inhibitor	N370S GC	TDP1 inh	Structure
40	?	.	0%	CC(C)CC(=O)c1c(O)c(C=O)c(O)c2c1O[C@@]1(C)[C@@H](C2)C[C@H]2C[C@@H]1C2(C)C
36	6%	-15%	0%	C[C@H](NC(=O)c1ccco1)C(=O)Nc1cccc([N+](=O)[O-])c1
37	-5%	17%	-1%	CCCc1cc(C(=O)Nc2ccc(C(C)=O)cc2)no1

Later entries
item	FEN1 inhibitor	N370S GC	TDP1 inh	Structure
41	2%	0%	3%	CC(=O)c1cccc(NC(=O)CN(C)S(=O)(=O)c2ccc3c(c2)CC(C)N3C(C)=O)c1 (stereo unspecified)
42	1%	5%	1%	CCOC(=O)N1CCC(c2nc(C)sc2C(=O)O)CC1
43	.	6%	-4%	O=C(CNc1cc(S(=O)(=O)N2CCCC2)ccc1OCC(F)(F)F)Nc1cc(Cl)cc(Cl)c1
44	1%	-6%	.	CCOc1cc(/C=N/Nc2nc(C)cc(=O)[nH]2)ccc1O
45	3%	?	0%	CCC(C(=O)OCC(=O)Nc1ccc(C(=O)Nc2ccc(OC)cc2)cc1)c1ccccc1 (stereo unspecified)
46	13%	0%	3%	Cc1ccc(CCC(=O)Nc2ncc(Cc3cccc(Cl)c3Cl)s2)o1
47	2%	1%	-9%	O=C(CNC(=O)c1ccc(Cl)cc1Cl)OCc1ccccc1
48	-14%	-20%	1%	CCN(Cc1ccccc1)C(=O)c1ccccc1C
49	-15%	8%	-1%	OCCC1CN(Cc2cccc3c2OCO3)CCN1C1CCCC1 (stereo unspecified)
50	-10%	.	3%	CCOc1ccc(NC(=O)Cn2c(=O)c(CNc3ccc(OC)cc3)cc3ccc(OC)cc32)cc1
51	-18%	-1%	-4%	CCNc1nc(NC(C)C)nc(SCCOc2ccc(C)cc2)n1
52	4%	2%	0%	CC(=O)c1cccc(NC(=O)CSc2nc(=O)n(Cc3ccccn3)c3c2CCC3)c1
53	6%	-1%	.	CCC(C)(C)C1CCC(NC(=O)N2CCN(c3ccccc3O)CC2)CC1 (stereo unspecified)
54	-19%	-2%	3%	COc1ccc(OCC(=O)Nc2ccc(NC(=O)c3ccccc3Cl)c(OC)c2)cc1
55	-1%	-14%	0%	Cc1ccc(NC(=O)c2c(Cl)nc3ccccn23)cc1
56	-2%	8%	3%	O=C(COC(=O)/C=C/c1ccc(Cl)cc1Cl)NCCC1=CCCCC1
57	0%	14%	0%	COc1ccc(NC2=CC(=O)CC(c3ccccc3)C2)c(OC)c1 (stereo unspecified)
58	21%	1%	2%	CN(C(=O)C1CCC(=O)N(CCCN2CCCC2=O)C1)C(C1CC1)C1CC1 (stereo unspecified)
59	-13%	.	-5%	COc1ccc(CNc2oc(/C=C/c3cc(OC)c(OC)c(OC)c3)nc2C#N)cc1
60	6%	1%	1%	O=C(CSc1nncs1)Nc1ccc(Cl)cc1C(F)(F)F
61	-11%	0%	-4%	Cc1nc2nc(CC(=O)O)[nH]n2c(=O)c1[N+](=O)[O-]
62	2%	.	9%	COc1cc(-c2noc(-c3ccc(NCC4CCCO4)c([N+](=O)[O-])c3)n2)cc(OC)c1OC (stereo unspecified)
63	0%	4%	4%	CCc1ccccc1S(=O)(=O)Cc1ccc(C(=O)NCc2ccc3c(c2)OCO3)o1
64	-20%	14%	5%	O=C1CN(c2nc(-c3cccs3)nc3sc4c(c23)CCCC4)CCN1
65	-6%	-3%	7%	Cc1ccccc1-c1n[nH]c(=S)o1
66	15%	-4%	2%[56.1 µM]	COc1cccc(C(=O)NN=C2CCCC2)c1
67	-18%	.	5%	CCOc1ccc(Sc2cc(C(=O)NCCc3ccccc3)c3ccccc3n2)cc1
68	-5%	1%	.	CN(Cc1ccccc1)C(=O)COC(=O)c1ccc(=O)n(Cc2ccccc2)n1
69	?	-2%	3%	Cc1noc(/C=C/N(C)C)c1S(=O)(=O)N1CCC(C(=O)O)CC1
70	16%	-6%	3%	CNC(=S)N/N=C/c1c(C)nn(-c2cccc(Cl)c2)c1Cl
71	-3%&4%	6%	15%&4%	Cc1ccc(NCc2nc3ccccc3n2CCOc2ccccc2)cc1
72	1%	.	-4%[56.1 µM]	CNC(=O)c1ccc(NC(=O)CCc2c(C)noc2C)cc1
73	-1%	16%	3%	Cc1ccc(S(=O)(=O)NNC(=O)C(O)(c2ccccc2C)c2ccccc2C)cc1
74	2%	-15%	2%	O=S(=O)(NCCc1ccccc1)c1cnc(Cl)c(Br)c1
75	-9%	3%	7%	COC(=O)c1ccc2ccn(CC(=O)NC(C)C)c2c1
76	13%	.	1%	COc1cccc(NC(=O)C2CCN(c3cc(C)nc4c(-c5ccc(Cl)cc5)c(C)nn34)CC2)c1
77	.	-9%	-7%[56.1 µM]	CC(C)C(C)/C=C/C(C)C1CCC2C3=CC=C4CC(O)CCC4(C)C3CCC21C (stereo unspecified)
78	-2%	-2%	3%	Cc1cccc(N=C(NO)c2nonc2N)c1
79	-11%	?	2%	C=CCNC(=O)c1c(N)n(-c2cccc(S(N)(=O)=O)c2)c2nc3ccccc3nc12
80	-11%	-14%	5%	Cc1ccc(C(=O)CS(C)(=O)=O)cc1
81	-13%	-6%	-7%	COc1cccc(COC(=O)c2ccc(S(=O)(=O)N3CCC(C)CC3)cc2)c1OC
82	0%	.	-3%	CCOC(=O)C1CCC(CN(Cc2ccccc2)S(=O)(=O)c2ccc(Br)cc2)CC1 (stereo unspecified)
83	-9%	-5%	4%	Cc1c(C(=O)N(CCC#N)c2ccccc2)sc2nc3n(c(=O)c12)CCCC3
84	15%	.	2%	CCC(C)c1ccc(S(=O)(=O)N2CCN(C(C)C(=O)NC3CCCC3)CC2)cc1 (stereo unspecified)
85	11%	-1%	.	CC1CCC(CN2CCN=C2Nc2ccccc2)CC1 (stereo unspecified)
86	-8%	3%	2%	Cc1cc2c(cc1C)C(=O)NC(C)(C)C2
87	-9%	7%	-1%[56.1 µM]	CC(=O)NC1CC2CCCC(C1)N2CC(=O)N1CCCc2ccccc21 (stereo unspecified)
88	0%	10%	1%	CCOC(=O)N1CCN(C(=O)Cn2nc(C)n3nc(-c4ccc(CC)cc4)cc3c2=O)CC1

Among those listed so far, 16 contain an aryl methoxy group.
item	FEN1 inhibitor	N370S GC	TDP1 inh	Structure
8	-7%	1%	.	COc1cccc(CNCC2CCCO2)c1 (stereo unspecified)
12	15%	1%	.	COc1cccc(NC(=O)N2CCCC2C(=O)NCc2ccco2)c1 (stereo unspecified)
19	-6%	6%	9%	COc1oc(-c2ccccc2)nc1C(F)(F)F
20	-18%	-2%	.	CCOc1ccccc1CN1CCCC(C(=O)c2ccc(OC)c(OC)c2)C1 (stereo unspecified)
21	12%	.	0%	COc1ccc(NC(=O)Cn2nnc(-c3nc(-c4ccncc4)no3)c2N)cc1OC
31	-14%	-8%	.	COc1ccc(-n2c(C)c(C)c3c(NCCCN(C)C)ncnc32)cc1
39	-9%	.	16%	CCOC(=O)N1CCc2c(sc(NCc3ccc(N(C)C)cc3)c2C(=O)Nc2ccc(OC)cc2)C1
45	3%	?	0%	CCC(C(=O)OCC(=O)Nc1ccc(C(=O)Nc2ccc(OC)cc2)cc1)c1ccccc1 (stereo unspecified)
50	-10%	.	3%	CCOc1ccc(NC(=O)Cn2c(=O)c(CNc3ccc(OC)cc3)cc3ccc(OC)cc32)cc1
54	-19%	-2%	3%	COc1ccc(OCC(=O)Nc2ccc(NC(=O)c3ccccc3Cl)c(OC)c2)cc1
57	0%	14%	0%	COc1ccc(NC2=CC(=O)CC(c3ccccc3)C2)c(OC)c1 (stereo unspecified)
59	-13%	.	-5%	COc1ccc(CNc2oc(/C=C/c3cc(OC)c(OC)c(OC)c3)nc2C#N)cc1
62	2%	.	9%	COc1cc(-c2noc(-c3ccc(NCC4CCCO4)c([N+](=O)[O-])c3)n2)cc(OC)c1OC (stereo unspecified)
66	15%	-4%	2%[56.1 µM]	COc1cccc(C(=O)NN=C2CCCC2)c1
76	13%	.	1%	COc1cccc(NC(=O)C2CCN(c3cc(C)nc4c(-c5ccc(Cl)cc5)c(C)nn34)CC2)c1
81	-13%	-6%	-7%	COc1cccc(COC(=O)c2ccc(S(=O)(=O)N3CCC(C)CC3)cc2)c1OC
